# Bioassay records as filed in PubChem.
# Gal4-VP16 FLuc – counter-screen for ROR gamma inhibitors: Gal4-VP16 reporter. Drosophila S2 Gal4-VP16 UAS-luciferase, luminescence, 20 h. Potency, µM (doses to about 53.6 µM), for the others: top-dose activity, negative = inhibition, most hits filed as inhibitors. 3.5% of 310,000 active;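 note: Gal4-VP16 expression switched on by copper sulfate through the metallothionein promoter; % is set by controls: 0 for no effect and ±100 for the full control effect; nearly all actives have a fitted effect of over 50% in size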
# Menin-MLL TR inh – inhibitors of human menin-MLL interaction, mutant MLL peptide | Menin + Texas Red MLL mutant peptide, fluorescence polarization | Potency, µM (highest dose often 61.6 µM), inactives show top-dose FP activity change, negative = inhibition, usual class: inhibitors | 0.23% of 270,000 active | AID 1768; active = well fitted inhibition curve with a large enough effect in the polarisation, with a control signal flat, not every such curve was filed as active; inconclusive = small, poorly fitted or top-dose-only effect, or effect the other way, or a change in a side signal; inactive = no such curve, though single readings can be large or run the other way; the % refers to the polarisation; note: % of control where 0% means no effect; many of its hits are not listed in these tables
# ELG1 DNA repair – inhibitors of ELG1-dependent DNA repair in HEK293T cells. HEK293T ELG1-luciferase reporter, luminescence, 16 h; DNA damage induced by 5-fluorouridine. Potency, µM (top dose mostly 46.1 µM), for inactives: top-dose activity change, negative = inhibition, hits mostly inhibitors. 2.3% of 330,000 active. AID 504467; note: % is set by controls: 0 for no effect and ±100 for the full control effect; nearly all actives have a fitted effect of over 55% in size
#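 5-Fluorouridine DNA damage + compound/DMSO, 2,000 cells/well, 16 h, 37 °C/5% CO2. ONE-Glo, 30 min RT, luminescence. Readout = decrease in reporter signal.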
# RORg inh – ROR gamma (mouse) transcription inhibition. P51450. Drosophila S2 Gal4-RORgamma UAS-luciferase reporter, 20 h. Potency, µM (doses to about 53.6 µM), for the others: top-dose activity change, negative = inhibition, actives largely listed as inhibitors. 5.4% of 310,000 active; note: % is set by controls: 0 for no effect and ±100 for the full control effect; nearly all actives have a fitted effect of over 60% in size
# Target sequence (P51450 whole entry, looked up, the tested form may be a part): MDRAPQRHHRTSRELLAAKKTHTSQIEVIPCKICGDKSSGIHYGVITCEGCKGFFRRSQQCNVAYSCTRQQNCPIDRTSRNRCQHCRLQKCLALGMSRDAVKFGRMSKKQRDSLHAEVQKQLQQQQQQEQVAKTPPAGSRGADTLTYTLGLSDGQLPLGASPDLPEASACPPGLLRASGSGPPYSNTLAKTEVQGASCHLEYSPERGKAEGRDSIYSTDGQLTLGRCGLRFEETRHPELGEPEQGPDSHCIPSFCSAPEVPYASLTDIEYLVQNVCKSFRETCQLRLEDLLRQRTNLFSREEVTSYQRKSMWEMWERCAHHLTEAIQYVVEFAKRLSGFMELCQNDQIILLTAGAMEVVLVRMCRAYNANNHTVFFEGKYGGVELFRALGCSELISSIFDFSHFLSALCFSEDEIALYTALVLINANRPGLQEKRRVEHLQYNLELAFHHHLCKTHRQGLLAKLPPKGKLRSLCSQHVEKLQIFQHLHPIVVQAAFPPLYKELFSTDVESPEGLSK
#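 A Gal4/UAS one-hybrid system in insect cells: metallothionein-promoter Gal4–ROR gamma fusion plus Photinus luciferase reporter. Copper sulfate 700 uM final, 20 hr ambient incubation, luminescent detection after 10 min with reagent.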
# FLuc modulator – counter-screen for miR-21 project: firefly luciferase inhibitors or activators; AID 588342; 6.9% of 360,000 active; Potency, µM (doses to about 57.5 µM), without a hit: at the top dose activity change, negative = inhibition, usual class: inhibitors; purified FLuc, Km substrates, luminescence inhibition; P08659;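 note: plate controls were vehicle for no effect and reference inhibitor for full effect; nearly all actives have a fitted effect of over 55% in size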
#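 Biochemical qHTS of compounds, final roughly 60 µM downward over six points, against 10 nM purified firefly luciferase using Km concentrations of substrates (10 uM D-luciferin, 10 uM ATP) in Tris acetate pH 7.5 buffer; luminescence output.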
# PKM2 act – increases activity of human pyruvate kinase M2; purified PKM2, Kinase-Glo ATP luminescence, activation; response scale: 0% is enzyme alone, no compound; 0.34% of 260,000 active; Potency, µM (titrated, usually from 57.5 µM), for inactives: top-dose activation, hits mostly activators; AID 1631; note: % is set by controls: 0 for no effect and ±100 for the full control effect; nearly all actives have a fitted effect of over 55% in size
# Target sequence (P14618 whole entry, looked up): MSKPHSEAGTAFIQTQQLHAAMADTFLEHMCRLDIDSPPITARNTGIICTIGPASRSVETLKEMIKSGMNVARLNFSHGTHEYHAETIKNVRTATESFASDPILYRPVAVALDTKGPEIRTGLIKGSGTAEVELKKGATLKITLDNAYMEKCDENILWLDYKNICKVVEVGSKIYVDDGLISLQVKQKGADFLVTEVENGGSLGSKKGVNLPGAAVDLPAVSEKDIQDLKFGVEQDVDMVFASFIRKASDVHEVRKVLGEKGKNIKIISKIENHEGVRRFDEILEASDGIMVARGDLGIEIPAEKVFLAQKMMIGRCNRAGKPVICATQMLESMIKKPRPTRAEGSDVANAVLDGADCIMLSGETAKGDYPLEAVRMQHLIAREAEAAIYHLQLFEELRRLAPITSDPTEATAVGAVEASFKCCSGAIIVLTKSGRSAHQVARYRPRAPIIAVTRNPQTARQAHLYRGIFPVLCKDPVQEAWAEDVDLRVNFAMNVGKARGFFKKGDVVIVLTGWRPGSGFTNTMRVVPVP
#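 hPK-M2, >95% pure; 0.1 mM ADP / 0.5 mM PEP final; imidazole pH7.2 buffer w/ 7 mM MgCl2, 50 mM KCl; 1 h RT; Kinase-Glo lum. Intermediate enzyme activity for dual inhibitor/activator qHTS.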
# An asterisk follows results filed as active; ? = inconclusive; / = not tested or not shown; & = joins results of further samples; [ ] = remark or other dose. Unless noted, calls come from the whole dose curve; as a rule, active = well fitted curve in the direction sought with a large enough effect; inconclusive = small, poorly fitted or top-dose-only effect, or another doubt; inactive = no such curve, though single readings can be large; an effect the other way counts as inactive or inconclusive. Potency is the fitted concentration of half-maximal effect.
# Sample of the layout, 5 compounds:
# Values in the order – Gal4-VP16 FLuc | Menin-MLL TR inh | ELG1 DNA repair | RORg inh | FLuc modulator | PKM2 act
Oc1ccc2c3c1O[C@H]1c4[nH]c5ccccc5c4C[C@]4(O)[C@H](C2)N(CC2CC2)CC[C@@]314
  ? | -1%[24.8 µM] | / | ? | / | /
CCOP(=O)(OCC)C(=Cc1cc(C(C)(C)C)c(O)c(C(C)(C)C)c1)P(=O)(OCC)OCC
  -11% | -24% | / | ? | / | /
CCC(=O)Oc1ccc2c(c1)CCC1C2CC[C@]2(C)C(OC(=O)CC)CCC12 (stereo not given in full)
  6% | ? | / | -13% | / | /
O=C(O)CCCC[C@@H]1SC[C@H]2NC(=O)N[C@@H]12
  -10% | 2%[24.8 µM] | / | 11% | / | /
FC(F)OC(F)(F)C(F)Cl (stereo not given)
  6% | 9% | / | -2% | / | /

# This part in full, from the first entry:
# Values in the order – Gal4-VP16 FLuc | Menin-MLL TR inh | ELG1 DNA repair | RORg inh | FLuc modulator | PKM2 act
Oc1ccc2c3c1O[C@H]1c4[nH]c5ccccc5c4C[C@]4(O)[C@H](C2)N(CC2CC2)CC[C@@]314
  ? | -1%[24.8 µM] | / | ? | / | /
CCOP(=O)(OCC)C(=Cc1cc(C(C)(C)C)c(O)c(C(C)(C)C)c1)P(=O)(OCC)OCC
  -11% | -24% | / | ? | / | /
CCC(=O)Oc1ccc2c(c1)CCC1C2CC[C@]2(C)C(OC(=O)CC)CCC12 (stereo not given in full)
  6% | ? | / | -13% | / | /
O=C(O)CCCC[C@@H]1SC[C@H]2NC(=O)N[C@@H]12
  -10% | 2%[24.8 µM] | / | 11% | / | /
FC(F)OC(F)(F)C(F)Cl (stereo not given)
  6% | 9% | / | -2% | / | /
N[C@@H](CCP(=O)(O)O)C(=O)O
  7% | 2%[24.8 µM] | / | 24% | / | /
O=C1CC2OCC=C3CN4CC[C@@]56c7ccccc7N1C5C2C3CC46 (stereo not given in full)
  0% | 9% | / | -14% | / | /
CC(C)[C@H](NC(=O)[C@H](CC(=O)O)NC(=O)[C@H](Cc1ccccc1)NC(=O)[C@@H](C)NC(=O)[C@@H](N)Cc1ccc(O)cc1)C(=O)N[C@H](C(=O)NCC(N)=O)C(C)C
  2% | 3% | / | 4% | / | /
NC1(c2ccccc2Cl)CCCCC1=O (stereo not given)
  -1% | 11% | / | -8% | / | /
CC[C@H](C)C(=O)O[C@@H]1[C@H](O)[C@@H]2[C@H](CN3C[C@@H](C)CC[C@@H]3[C@@]2(C)O)[C@@H]2C[C@@]34O[C@@]5(O)[C@@H](OC(=O)[C@](C)(O)CC)CC[C@@]3(C)[C@H]5[C@H](OC(C)=O)[C@@H](OC(C)=O)[C@H]4[C@]12O
  5%[17 µM] | 1%[24.8 µM] | / | -4%[16.9 µM] | / | /
CCC/C=C/C=C/C(=O)OC1/C(=C/C(=O)OC)CC2CC(C(C)O)OC(=O)CC(O)CC3CC(OC(C)=O)C(C)(C)C(O)(CC4C/C(=C/C(=O)OC)CC(/C=C\C(C)(C)C1(O)O2)O4)O3 (stereo not given)
  -29% | 10% | / | 2% | / | /
CC(C)NCC(O)c1ccccc1Cl (stereo not given)
  -4% | 6% | / | -1% | / | /
NC(CO)Cc1ccccc1 (stereo not given)
  -4% | -4% | / | 1% | / | /
CCC(C)C(=O)O[C@@H]1C[C@@]2(C)C(c3ccoc3)OC(=O)CC23OC2(C)O[C@@]14[C@@]1(C)C(CC(=O)OC)C5(C)CC1(O)C(O)(C5OC(=O)C1(C)OC1C)C(OC(C)=O)[C@@]34O2 (stereo not given in full)
  -15% | 3% | / | 40% | / | /
O=C(Nc1ccccc1)N1CC[C@@]2(CCCN(C(=O)Oc3ccccc3)C2)C1
  -1% | 4% | / | -5% | / | /
C=CCc1cc(OC)c2c(c1OC)OCO2
  ? | -10% | / | -35% | / | /
O=C1Nc2ccc(Cl)cc2C(c2ccccc2Cl)=NC1O (stereo not given)
  -5% | -4% | / | 27% | / | /
Cc1[nH]c(=O)n(C(C)(C)C)c(=O)c1Cl
  2% | 11% | / | 4% | / | /
C=C1[C@@H](C)[C@H]2[C@H](Cc3ccccc3)NC(=O)[C@]23[C@H](OC(C)=O)/C=C/[C@](C)(O)C(=O)[C@@H](C)C/C=C/[C@H]3[C@@H]1O
  5% | 0% | / | ? | / | /
COc1cc(C2c3cc4c(cc3C(O)C3COC(=O)C23)OCO4)cc(OC)c1O (stereo not given)
  -12% | -1% | / | -13% | / | /
CCC12CCCN3CCC4(c5ccc(OC)c(O)c5N(C(C)=O)C4CC1)C32 (stereo not given)
  ? | 3%[24.8 µM] | / | 33% | / | /
C=C(CC1(CNP(=O)(c2ccccc2)c2ccccc2)CC1)c1ccccc1
  -7% | -2% | / | 21% | / | 6%
O=P(c1ccccc1)(c1ccccc1)N1CC2(CC2)CC(O)(c2ccccc2)C1 (stereo not given)
  4% | -6% | / | -1% | / | -1%
CN(C)c1ccc(/C=C2\CCCN=C2c2cccnc2)cc1
  1% | -5% | / | -37% | / | -13%
Cc1ncc(CN2CC=C(c3ccccc3)CC2)c(N)n1
  -8% | -15% | / | ? | / | -18%
CN1[C@@H]2CC[C@H]1CC(OC(=O)N1Cc3ccccc3NC1=O)C2 (stereo not given in full)
  3% | -5% | / | -13% | / | -11%
CC(C)CC(N)C1(c2ccc(Cl)cc2)CCC1 (stereo not given)
  -6% | -11% | / | ? | / | 0%
c1cc(Cc2cnc[nH]2)ccn1
  6%&2% | -24%&-2% | / | 20%&-28% | / | -5%
Cc1nnc2n1-c1sc(CCC(=O)N3CCOCC3)cc1C(c1ccccc1Cl)=NC2
  26% | 0% | / | -25% | / | -3%
CCCc1cc2c(n1Cc1ccc(C)cc1)C(C)C1CN(C(=O)c3ccccc3)C(C)(C(=O)OC)C21 (stereo not given)
  -6% | -9% | / | 16% | / | 4%
O=C1NCCOC(=O)[C@H](Cc2ccc(F)cc2)CC/C=C/C[C@H]1CC(=O)N(CCO)Cc1ccccc1
  / | / | ? | / | / | /
CCOC(=O)c1ccc(NC(=O)c2nc[nH]c2C(=O)NCCNC(=O)c2[nH]cnc2C(=O)Nc2ccc(C(=O)OCC)cc2)cc1
  / | / | 0.52µM* | / | / | /
c1cc2c(cc1[C@H]1OC[C@H]3[C@@H]1CO[C@H]3c1ccc3c(c1)OCO3)OCO2
  / | / | 11% | / | / | /
COc1cccc(NC(=O)Cn2cc(C(=O)c3ccccc3)c3ccccc32)c1
  / | / | / | / | -8% | /
CCOC(=O)c1ccc(NC(=O)c2cccn(Cc3ccc(C)cc3)c2=O)cc1
  / | / | / | / | 3% | /
Cc1cn2c(=O)cc(COC(=O)c3ccccc3F)nc2s1
  / | / | / | / | 2.7µM* | /
Cc1ccc(Cn2cccc(C(=O)Nc3nnc(C)s3)c2=O)cc1
  / | / | / | / | -13% | /
CCCOC(=O)c1c(C)oc2c1cc(NS(=O)(=O)c1ccc(OCC)cc1)c1ccccc12
  / | / | / | / | ? | /
Cn1cc(/C=C/c2nc3ccccc3c(=O)n2-c2ccccc2)c2ccccc21
  / | / | / | / | ? | /
COc1ccc(-n2c(/C=C\c3ccccc3F)nc3ccccc3c2=O)cc1OC
  / | / | / | / | 2% | /
CCOC(=O)c1ccc(NC(=O)CSc2nc3c(cc2C#N)N2CCC3CC2)cc1
  / | / | / | / | -1% | /
Cc1ccc(C)c(CN2C(=O)c3ccccc3Sc3ccc(C(=O)N4CCC5(CC4)OCCO5)cc32)c1
  / | / | / | / | -8% | /
CC(C)(C)c1ccc(C(=O)Nc2ccc3nc(SCC(=O)N4CCCC4)sc3c2)cc1
  / | / | / | / | 7.6µM* | /
CCSc1nnc(NC(=O)c2cccn(Cc3ccc(Cl)cc3)c2=O)s1
  / | / | / | / | -2% | /
CCc1ccc(-n2nc(C)c3c2NC(=O)CSC3c2ccccc2C)cc1 (stereo not given)
  / | / | / | / | -13% | /
Cc1cc(C)cc(NC(=O)CN2C(=O)CN=C(c3ccccc3)c3cc(Cl)ccc32)c1
  / | / | / | / | 2% | /
CCOc1ccc(C(=O)Nc2cc(NC(=O)c3ccco3)ccc2OC)cc1Br
  / | / | / | / | ? | /
CCOc1ccc(C(=O)Nc2ccc3nc(SCC(=O)N4CCCC4)sc3c2)cc1
  / | / | / | / | ? | /
Cc1ccc(Cn2cccc(C(=O)Nc3ccc(C)c(Cl)c3)c2=O)cc1
  / | / | / | / | -1% | /
COc1ccccc1-c1nn2c(=O)cc(CN3CCN(C(=O)COc4ccccc4Cl)CC3)nc2s1
  / | / | / | / | -10% | /
Cc1cccc(OCC(=O)N2CCN(Cc3cc(=O)n4nc(-c5ccccc5Cl)sc4n3)CC2)c1
  / | / | / | / | -1% | /
O=C(NCc1c(-n2cccc2)sc2c1CCCC2)Nc1cccc(C(F)(F)F)c1
  / | / | / | / | ? | /
Cc1cccc(C2CC(=O)Oc3c2c(=O)oc2ccccc32)c1 (stereo not given)
  / | / | / | / | ? | /
CCc1ccc(NC(=O)c2cccn(Cc3cccc([N+](=O)[O-])c3)c2=O)cc1
  / | / | / | / | 9.5µM* | /
COc1ccc(-n2c(/C=C\c3ccccc3F)nc3ccccc3c2=O)c(OC)c1
  / | / | / | / | -6% | /
N#Cc1ccccc1NC(=O)c1cccn(Cc2ccccc2)c1=O
  / | / | / | / | -19% | /
CSc1ncc(C(=O)Nc2ccc(Cl)cc2C(=O)c2ccccc2)c(C)n1
  / | / | / | / | 4% | /
COc1ccc(Br)cc1C1SCC(=O)Nc2c1c(C)nn2-c1ccccc1C (stereo not given)
  / | / | / | / | -1% | /
Cc1nnc(NC(=O)c2cccn(Cc3cccc(F)c3)c2=O)s1
  / | / | / | / | 2% | /
CC(C)c1nn2c(=O)cc(COC(=O)Cc3ccccc3)nc2s1
  / | / | / | / | 6% | /

# Continued.
# Values in the order – Gal4-VP16 FLuc | Menin-MLL TR inh | ELG1 DNA repair | RORg inh | FLuc modulator | PKM2 act
Cc1ccc(NC(=O)c2cnc3sc(N4CCOCC4)nn3c2=O)cc1N(C)C
  / | / | / | / | ? | /
Cc1ccc(-c2nc(CN3C(=O)CN=C(c4ccccc4Cl)c4cc(Cl)ccc43)c(C)o2)cc1
  / | / | / | / | -12% | /
Cc1ccc(NC(=O)Cn2c(=O)oc3cc(S(=O)(=O)N4CCCCCC4)ccc32)cc1Cl
  / | / | / | / | ? | /
Cc1ccc(Cn2cccc(C(=O)Nc3ccc4c(c3)OCCO4)c2=O)cc1
  / | / | / | / | 8.5µM* | /
Cc1cccc(-n2c(/C=C/c3cn(C)c4ccccc34)nc3ccccc3c2=O)c1
  / | / | / | / | -2% | /
O=C(Nc1ccc2c(c1)OCO2)c1cccn(Cc2cccc(F)c2)c1=O
  / | / | / | / | 27µM* | /
CC(C)C12CN3CC(C(C)C)(CN(C1)C3c1ccccn1)C2=O (stereo not given)
  / | / | / | / | -2% | /
CCOc1ccc2nc(NC(=O)c3cccn(Cc4ccc(Cl)cc4)c3=O)sc2c1
  / | / | / | / | ? | /
Cc1cc(NC(=O)c2cccn(Cc3ccccc3)c2=O)no1
  / | / | / | / | -2% | /

# This is a subset; rates above refer to the full screens.
